Compound activity (PubChem BioAssay)
MrgX1 agonist – activates human MrgX1 receptor signaling; Q96LB2; MrgX1-HEK293 cells, Fluo-4 calcium fluorescence, agonist mode; active compounds read high; B-score at 10 µM; hit rate 0.44% among 310,000;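 active = calcium response B-score plate-corrected fluorescence ratio at least 3 library SD, with starting fluorescence B-score inside 5 SD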
Target sequence (Q96LB2 whole entry, looked up): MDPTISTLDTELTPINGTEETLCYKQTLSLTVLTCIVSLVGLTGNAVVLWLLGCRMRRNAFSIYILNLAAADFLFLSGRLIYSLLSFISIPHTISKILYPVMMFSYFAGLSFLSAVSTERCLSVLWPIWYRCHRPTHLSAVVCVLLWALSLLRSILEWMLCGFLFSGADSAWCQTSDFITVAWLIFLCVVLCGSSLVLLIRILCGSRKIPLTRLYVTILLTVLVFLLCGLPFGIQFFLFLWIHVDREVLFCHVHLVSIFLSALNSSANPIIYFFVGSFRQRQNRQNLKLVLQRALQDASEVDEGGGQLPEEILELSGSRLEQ
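Material: HEK293 cells stably expressing human MrgX1 receptor | Quantity: 15,000 cells per well | Times: Cells plated overnight, dye loaded 0.5 h 37 °C, 0.5 h room temperature | Measured by: Kinetic Fluo-4 NW fluorescence of intracellular calcium | Control set: Positive and negative controls per plate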
MrgX1 PAM – allosterically activates human MrgX1 receptor signaling; Q96LB2; hit rate 0.63% among 310,000; MrgX1-HEK293, Fluo-4 calcium flux, FDSS; active compounds read high; AID 588675; B-score at 10 µM;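 active = plate-corrected calcium response at least 3 library SD above typical, normal starting fluorescence, not activating the receptor alone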;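 also: compound read alongside a low EC10 to EC30 dose of BAM8-22 agonist; peak minus trough fluorescence over baseline measured at the second addition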
MrgX1 antagonist – human MrgX1 receptor antagonism, primary screen; MRGX1-HEK293 calcium flux, Fluo-4, BAM8-22 antagonism; active compounds read low; B-score at 10 µM; hit rate 1.3% among 310,000; AID 588676;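 active = calcium-response B-score plate-corrected more than 3 library SD below zero, starting fluorescence within 5 deviations, no agonist response on first addition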;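 also: peak minus trough fluorescence over baseline after final BAM8-22 challenge near maximal dose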
Starred values were filed as active, the others as inactive; i = inactive.

entry	structure	MrgX1 agonist	MrgX1 PAM	MrgX1 antagonist
1	N#CSCC(=O)c1cccc2ccccc12	27*	i	i
2	COc1cccc([C@@H]2Oc3ccc(OC)cc3C(=O)[C@H]2OC(=O)Nc2cc(OC)c(OC)c(OC)c2)c1	i	i	i
3	C[C@H]1CN=C(N(C)C)N1CC1CCCC1	i	i	i
4	COc1cccc(NC(=O)C2CC(=O)n3cnnc3S2)c1 (stereo unspecified)	i	i	i
5	C=C(Cl)COc1ccc2c(CC)cc(=O)oc2c1	i	i	i
6	Cc1nc2ccccn2c1/C(O)=C1\C(=O)C(=O)N(CCCN(C)C)C1c1ccc(F)cc1 (stereo unspecified)	i	i	-4.8*
7	CCCC(C)NC(=O)c1ccc2[nH]c3c(c2c1)CC(C)CC3 (stereo unspecified)	i	i	i
8	COc1cccc(C(=O)Nc2cc(C(=O)NCc3ccc(C)cc3)ccc2N2CCC3(CC2)CC(c2cccc(Br)c2)=NO3)c1	i	i	i
9	COc1ccc(C(=O)c2sc(NC(C)C)nc2N)cc1OC	i	i	i
10	Cc1cc2c(nc1C)CCCN2C[C@@H](C)O/N=C1/[C@H]2CCn3c(=O)n(-c4ccccc4)c(=O)n3[C@H]2[C@H](O)[C@@H]2O[C@H]12	i	i	i
11	C=C(C)C(=O)Nc1cccc(C2=NOC3(C2)C[C@H](C(N)=O)N(C(=O)C(c2ccccc2)c2ccccc2)C3)c1 (stereo partly specified)	i	i	i
12	Cc1ccc(S(=O)(=O)N2[C@@H](c3cccc(Cl)c3)C(C(=O)O)=CC[C@H]2c2ccc(Cl)cc2)cc1	i	i	i
13	S=C(S)N1CCCC1	i	i	i
14	Cn1c(Cn2c(=O)sc3ccccc32)nnc1SCC(=O)NCc1ccc(F)cc1	i	i	i
15	N#Cc1ccc(-c2ccc(OCC(O)Cn3nnc4ccccc43)cc2)cc1 (stereo unspecified)	i	i	i
16	CCCCCn1c(SCC2CCCO2)nc2cc(C(=O)N3CCC(C(N)=O)CC3)ccc2c1=O (stereo unspecified)	i	i	i
17	COc1ccc2c(c1)OC[C@H]1[C@H]2N2C(=O)c3cc(OC)ccc3NC(=O)[C@@]2(C)[C@H]1c1ccccc1	i	i	i
18	COc1ccc(C)cc1N1C(=N)/C(=C2/Nc3ccccc3S2)C(c2ccccc2)C1=O (stereo unspecified)	i	i	i
19	Cc1ccc(C)c(NS(=O)(=O)c2ccc3c(c2)Cc2cc(S(=O)(=O)Nc4cc(C)ccc4C)ccc2-3)c1	i	i	i
20	Cc1noc(C)c1COC(=O)c1cc(=O)[nH]c2ccccc12	i	i	i

(list continues)
entry	structure	MrgX1 agonist	MrgX1 PAM	MrgX1 antagonist
21	COc1cc2cc(CN(CCN3CCCC3)C(=O)Nc3ccccc3Cl)c(=O)[nH]c2cc1OC	i	i	i
22	CC[n+]1c(/C=C(\C)Nc2ccccc2)sc2ccccc21	i	i	i
23	Cc1ccc(N=C2NC(=O)/C(=C/c3cn(C)c4ccccc34)S2)cc1C	i	i	-4.8*
24	COc1cccc2c1[C@@H]1CN(CCCCn3c(=O)[nH]c4c(sc5ncc(-c6ccccc6)nc54)c3=O)C[C@@H]1CO2	i	i	i
25	C#CCOCCOCCOCCNc1nc(N2CCN(C(=O)CCCCCCCCCCNC(=O)[C@H](CCCCN)n3cc(CCO)nn3)CC2)nc(N2CCN(C(=O)CCCCCCCCCCNC(=O)[C@@H]([C@H](C)O)n3cc(C)nn3)CC2)n1	i	i	i
26	C[C@H]1CN=C(N(C)C)N1CC1CCC(C(C)(C)C)CC1 (stereo partly specified)	i	i	i
27	COc1ccc2c(c1)OC[C@H]1[C@H]2N2C(=O)c3cc(Cl)ccc3NC(=O)[C@@]2(C)[C@H]1c1ccccc1	i	i	i
28	O=C(c1ccc2c(c1)C(=O)N(CCCO)C2=O)c1ccc2c(c1)C(=O)N(CCCO)C2=O	i	i	i
29	CN1CCN(C(=O)c2cn(C)c3ccc(S(=O)(=O)N(C)C4CCCCC4)cc3c2=O)CC1	i	i	i
30	CCOC(=O)[C@H]1[C@H]2COc3ccc(Br)cc3[C@@H]2N2C(=O)c3cc(Br)ccc3NC(=O)[C@@]12C	i	i	i
31	C/C=C/CSc1nc2c(c(=O)[nH]c(=O)n2C)n1CCC	i	i	i
32	COC(=O)C1=C(C(=O)c2ccccc2)C(c2ccc(O)c(OC)c2)n2nnnc2N1 (stereo unspecified)	i	i	i
33	Cc1cccc(NS(=O)(=O)c2nnc(NC(=O)c3ccc(C)c(C)c3)s2)c1	i	i	i
34	c1ccn2c(SCc3ccc4c(c3)OCCO4)nnc2c1	i	i	i
35	Nc1ncnc2c1ncn2[C@H]1C[C@H](O)[C@@H](CO)O1	i	i	i
36	Nc1nncn1C(=O)c1cccs1	i	i	i
37	CN(Cc1nc(-c2ccccn2)no1)S(=O)(=O)c1ccccc1	i	i	i
38	O=C(NCc1ccco1)C1(c2ccc(Cl)cc2)CCCC1	i	i	i
39	O=C(O)c1ccccc1C(=O)Nc1ccc(S(=O)(=O)Nc2nccs2)cc1	i	i	i
40	CCC(C)(C(=O)NC1CCCCC1)N(C(=O)C1CCC(=O)N1)c1ccc(C)cc1 (stereo unspecified)	i	i	i

Next part
entry	structure	MrgX1 agonist	MrgX1 PAM	MrgX1 antagonist
41	NC(=O)c1cc([N+](=O)[O-])c(Cl)cc1NCc1cccnc1	i	i	i
42	O=C(C1c2ccccc2Oc2ccccc21)N1CCN(c2ccc(Cl)cc2)CC1	i	i	i
43	C#CCOCCOCCOCCNc1nc(N2CCN(C(=O)C(Cc3cc4ccccc4[nH]3)n3cc(C(N)Cc4ccc(O)cc4)nn3)CC2)nc(N2CCN(C(=O)C(CCC(=O)O)n3cc(C(N)C(C)CC)nn3)CC2)n1 (stereo unspecified)	i	i	i
44	COc1cc(CNc2ccc(N3CCCC3)cc2)ccc1OCc1ccccc1F	i	i	i
45	C=C1C[C@]23C[C@@]1(O)CC[C@H]2[C@@]12C=C[C@H](O)[C@@](C)(C(=O)O1)[C@H]2[C@@H]3C(=O)O	i	i	i
46	CCCC(C(=O)O)N1C(=O)/C(=C/c2cccn2C)SC1=S (stereo unspecified)	i	i	i
47	CC(C)(C)NC(=O)C(c1ccco1)N(C(=O)Cn1nnc(-c2ccc(F)cc2)n1)c1ccccc1 (stereo unspecified)	i	i	i
48	CCOC(=O)N1CCC(N2Cc3cccc(C(=O)NCC4CCN(CC(C)C)C4)c3C2=O)CC1 (stereo unspecified)	i	i	i
49	COn1c(=S)[nH]c2ccccc2c1=O	i	i	i
50	COc1ccc([C@@H]2CC=C(C(=O)O)[C@H](c3ccc(Cl)cc3)N2S(=O)(=O)c2ccccc2C)cc1	i	i	i
51	CC(C)C[C@H]1CN=C(N(C)C)N1CC1CCCCCC1	i	i	i
52	C[C@H]1CN=C(N(C)C)N1CCC1CCCC1	i	i	i
53	Cc1ccc(Cl)cc1NC(=O)COC(=O)c1ccc(COc2ccc3c(C)cc(=O)oc3c2)cc1	i	i	i
54	c1ccc(NCc2cccnc2)cc1	i	i	i
55	CCN(c1ccc(OCC(=O)OCC(=O)Nc2ccc(F)c(F)c2F)cc1)S(=O)(=O)c1ccccc1	i	i	i
56	CCN1CCc2c(sc(NC(=O)Nc3ccc(Cl)c(Cl)c3)c2C(N)=O)C1	i	i	i
57	CN1CCN(CCCNC(=O)c2cn(C)c3ccc(S(=O)(=O)N(C)C)cc3c2=O)CC1	i	i	i
58	CCOC(=O)Cc1csc(NC(=O)CN(C)S(=O)(=O)c2cccc3cccnc23)n1	i	i	i
59	O=C(COc1ccccc1)Nc1ccc(Cl)c(-c2nc3ncccc3o2)c1	i	i	i
60	O=S(=O)(NCC1CCCO1)c1ccc2c(c1)OCCO2 (stereo unspecified)	i	i	i

Along the list, as entered above.
Compounds 50–56 in MrgX1 antagonist, in turn: i, i, i, i, i, i, i
Compounds 50–56 in MrgX1 agonist, in turn: i, i, i, i, i, i, i

Entries of single compounds from above.
Shown for COn1c(=S)[nH]c2ccccc2c1=O : MrgX1 agonist = i; MrgX1 PAM = i; MrgX1 antagonist = i
Shown for COc1ccc([C@@H]2CC=C(C(=O)O)[C@H](c3ccc(Cl)cc3)N2S(=O)(=O)c2ccccc2C)cc1 : MrgX1 agonist = i; MrgX1 PAM = i; MrgX1 antagonist = i
Shown for CCOC(=O)N1CCC(N2Cc3cccc(C(=O)NCC4CCN(CC(C)C)C4)c3C2=O)CC1 (stereo unspecified) : MrgX1 agonist = i; MrgX1 PAM = i; MrgX1 antagonist = i

Next part
entry | SMILES | MrgX1 agonist | MrgX1 PAM | MrgX1 antagonist
61 | CC(C)C[C@@H]1NC(=O)[C@H](Cc2ccc(O)cc2)NC(=O)c2cc([N+](=O)[O-])cc(I)c2NCCC[C@@H](C(N)=O)NC1=O | i | i | i
62 | CCOC(=O)C1=C(Nc2ccccc2)CC(C)(O)C(C(=O)OCC)C1c1ccc(Cl)cc1 (stereo unspecified) | i | i | i
63 | CSCC[C@@H](C(=O)NCCCCCCCCCCC(=O)N1CCNCC1)n1cc(CCO)nn1 | i | i | i
64 | C#CCSc1nc2ccccc2n1C(=O)c1ccc(S(=O)(=O)N2CCCCC2)cc1 | i | i | i
65 | CCOC(=O)c1cc2c(=O)n3ccccc3nc2n(CCCOC)c1=NC(C)=O | i | i | i
66 | COc1ccc(NC(=O)CN2CCN(CC(=O)Nc3ccc(OC)c(OC)c3)CC2)cc1 | i | i | i
67 | CN1CCc2nc3sc(C(=O)C45CC6CC(CC(C6)C4)C5)c(N)c3cc2C1 | i | i | i
68 | COc1ccc(-c2nnc(SCC(=O)c3[nH]c(C)c(C(C)=O)c3C)o2)cc1 | i | i | i
69 | Cc1nc(NC2=NCN(CCCN3CCOCC3)CN2)nc2c(C)cccc12 | i | i | i
70 | CCOc1cc(-c2sc(Nc3ccc(CC)cc3)n[n+]2-c2ccccc2)ccc1OC | i | i | i
71 | Clc1ccc(-c2cc(-c3ccccc3)on2)cc1 | i | i | i
72 | O=C1OC(CN2CCOCC2)CN1N=Cc1ccc([N+](=O)[O-])o1 (stereo unspecified) | i | i | i
73 | CCN(CC)C(=O)c1c[nH]c2ccc(S(=O)(=O)Nc3cc(C)cc(C)c3)cc2c1=O | i | i | i
74 | O=C(NCC1COc2ccccc2O1)C1CCCN(S(=O)(=O)c2cccc3cccnc23)C1 (stereo unspecified) | i | i | i
75 | CCCCN1C(Nc2ccccc2)=NC[C@@H]1Cc1ccccc1 | i | i | i
76 | CN(C)c1ccc(/C=N\NC(=S)SCN2C(=O)C3CCC(C)(C2=O)C3(C)C)cc1 (stereo unspecified) | i | i | i
77 | CC(=O)C1=C(C)NC(SCc2ccc(C#N)cc2)=C(C#N)C1c1ccco1 (stereo unspecified) | i | i | i
78 | CN(C)S(=O)(=O)c1cccc(-n2sc3ccccc3c2=O)c1 | 37* | i | i
79 | C[C@H]1CN=C(Nc2ccccc2)N1CCc1ccccc1 | i | i | i
80 | CN(C)C1=NCCN1CC1CCCCCC1 | i | i | i
81 | CC1(C)O[C@H]2OC([C@H](O)CON3C(=O)c4ccccc4C3=O)[C@H](O)[C@H]2O1 (stereo partly specified) | i | i | i
82 | CCOC(=O)N1CCN(S(=O)(=O)c2ccc(OCC(=O)OC)cc2)CC1 | i | i | i
83 | COc1ccc(Br)cc1/C=C/C(=O)c1ccc(NC(C)=O)cc1 | i | i | i
84 | COc1ccc2c(C(=O)c3ccc(C)cc3)n(Cc3ccc(C(N)=O)cc3)[n+]([O-])c2c1 | i | i | i
85 | Cc1ccc(C(=O)CN(CCC(=O)O)S(=O)(=O)c2ccc([N+](=O)[O-])cc2)cc1 | i | i | i

Additional structures follow:
entry | SMILES | MrgX1 agonist | MrgX1 PAM | MrgX1 antagonist
86 | COc1cc(NC(=O)c2ccco2)c(OC)cc1NC(=O)CCC(=O)Nc1cc(C)ccc1C | i | i | i
87 | COc1cccc(CNC(=O)Cn2nc(-c3ccc(Cl)cc3)ccc2=O)c1 | i | i | i
88 | COc1ccc(/C(O)=C2/C(=O)C(=O)N(CCN3CCOCC3)C2c2ccccn2)cc1 (stereo unspecified) | i | i | i
89 | O=C(Nc1nnc(-c2cccs2)o1)c1cccc(Oc2ccccc2)c1 | i | i | i
90 | CCOc1ncccc1C(=O)OCc1nnc(-c2ccccc2)o1 | i | i | i
91 | Cc1onc(-c2c(F)cccc2Cl)c1C(=O)OCn1nnc2ccccc2c1=O | i | i | i
92 | CCOC(=O)[C@H]1[C@H]2COc3ccc(C)cc3[C@@H]2N2C(=O)c3cc(F)ccc3NC(=O)[C@@]12C | i | i | i
93 | CCOC(=O)CSc1nc2cc3c(cc2cc1C#N)OCO3 | i | i | i
94 | COc1cc2c(cc1OC)C1=NC(=O)CN1C(SCc1ccccc1)=N2 | i | i | i
95 | Cc1cc(NC(=O)COc2nnc(-c3ccccc3)c3ccccc23)no1 | i | i | i
96 | Cc1cc(CNC(=O)[C@H](C)[C@@H]2C[C@@]2(C)[C@@H](NC(=O)OCc2ccccc2)c2ccccc2)nn1C | i | i | i
97 | Cc1cc(C)c(Nc2cc(S(=O)(=O)O)c(N)c3c2C(=O)c2ccccc2C3=O)c(C)c1 | i | i | i
98 | C[C@@H]1NC(=O)c2cc([N+](=O)[O-])cc(I)c2NCCCC[C@@H](C(N)=O)NC(=O)[C@H](CC(N)=O)NC1=O | i | i | i
99 | Cc1ccc(C)c(S(=O)(=O)Nc2cc(SCC(=O)O)c(O)c3ccccc23)c1 | i | i | i

An excerpt; count on the stated rates, not on these rows.
